# S1P4 agonist – S1P4 receptor agonists, primary screen, cell-based; S1P4-expressing cell line, agonist reporter assay; activation, % at 4.98 µM; actives 0.35% (n = 220,000); AID 1509, 2009; in the data active = activation above about 11%;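 note: 0% = DMSO vehicle and 100% = reference agonist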
# Target sequence (O95977 whole entry, looked up): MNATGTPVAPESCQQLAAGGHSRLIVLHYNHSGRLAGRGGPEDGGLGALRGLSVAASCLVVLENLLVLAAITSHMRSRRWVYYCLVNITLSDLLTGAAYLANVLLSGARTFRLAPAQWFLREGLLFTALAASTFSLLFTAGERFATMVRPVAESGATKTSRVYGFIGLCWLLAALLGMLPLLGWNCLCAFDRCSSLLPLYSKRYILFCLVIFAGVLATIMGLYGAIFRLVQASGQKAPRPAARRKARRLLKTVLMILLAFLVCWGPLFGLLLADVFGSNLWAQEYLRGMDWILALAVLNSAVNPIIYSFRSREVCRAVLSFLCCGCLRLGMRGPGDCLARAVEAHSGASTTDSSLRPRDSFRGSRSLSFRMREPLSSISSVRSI
# PGE2 EP2 inh – human EP2 receptor antagonists, primary screen, TR-FRET cAMP, C6 glioma cells. Prostaglandin E2 receptor EP2 subtype (Homo sapiens), P43116. C6 glioma cells expressing human EP2; cells stimulated with saturating PGE2. inhibition, % at 25 µM. actives 0.52% (n = 260,000). AID 1422, 2008;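 active = percent inhibition above 40 after rounding to a whole number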;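 note: rat C6 glioma host cells with rolipram phosphodiesterase inhibitor present; the protocol text gives 20 µM as final concentration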
# NPY-Y2 PAM-ag – NPY-Y2 potentiators or agonists, primary screen, cell-based; AID 1359, 2008; activation, % at 3.6 µM; Neuropeptide Y receptor type 2 (Homo sapiens), P49146; cells expressing NPY-Y2, potentiator/agonist read-out; actives 0.45% (n = 220,000); in the data active = activation above about 27%;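 note: cells stimulated with NPY near EC25 plus isoproterenol at EC100; 0% = vehicle plus submaximal agonist and 100% = vehicle plus saturating agonist; some results beyond the cut were filed as inactive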
# Target sequence (P49146 whole entry, looked up): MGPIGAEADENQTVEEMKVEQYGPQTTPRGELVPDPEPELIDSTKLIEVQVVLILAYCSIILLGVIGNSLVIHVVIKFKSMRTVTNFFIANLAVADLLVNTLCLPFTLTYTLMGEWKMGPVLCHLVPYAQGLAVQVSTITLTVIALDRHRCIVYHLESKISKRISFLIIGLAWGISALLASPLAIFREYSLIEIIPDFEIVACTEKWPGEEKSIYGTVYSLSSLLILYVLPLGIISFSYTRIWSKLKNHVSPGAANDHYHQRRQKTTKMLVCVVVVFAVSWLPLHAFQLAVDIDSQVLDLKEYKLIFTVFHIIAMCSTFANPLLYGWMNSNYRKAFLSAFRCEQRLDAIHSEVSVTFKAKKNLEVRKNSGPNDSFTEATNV
# p97 ATPase inh – inhibitors of human p97 ATPase, primary screen, biochemical; Transitional endoplasmic reticulum ATPase (Homo sapiens), P55072; recombinant p97 ATPase, Kinase-Glo ATP luminescence, 3 h; inhibition, % at 8 µM; actives 0.42% (n = 220,000); in the data active = inhibition above about 15%;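 note: 0% = DMSO vehicle and 100% = wells lacking enzyme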
# S1P4 antagonist – S1P4 receptor antagonists, primary screen, cell-based | AID 1510, 2009 | S1P4-expressing cells, antagonist mode, reporter read-out | actives 0.26% (n = 220,000) | inhibition, % at 4.98 µM; in the data active = inhibition above about 29%;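 note: 0% = wells stimulated with agonist and 100% = vehicle wells without agonist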
# NPY-Y1 antag – NPY-Y1 receptor antagonists, primary screen, cell-based; AID 1040, 2008; inhibition, % at 3.6 µM; Neuropeptide Y receptor type 1 (Homo sapiens), P25929; actives 1% (n = 200,000); HEK293-CNG Y1 cells, membrane potential fluorescence; NPY at EC95, then isoproterenol;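 active = inhibition above the campaign mean inhibition of all tested compounds plus 3 SD, cut at about 20% in these data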;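 note: 0% = DMSO wells given NPY plus isoproterenol and 100% = isoproterenol alone without NPY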
#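 Material: HEK293 cells co-expressing NPY Y1 receptor and cyclic-nucleotide gated channel. Timing: compound incubation 1 h at room temperature, readout 45 min post-stimulation. Signal: fluorescence, membrane potential probe.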
# eIF4E 4G PPI – eIF4E–eIF4G protein interaction inhibitors, primary screen, biochemical, uHTS, TR-FRET, eIF4GI fragment; Eukaryotic translation initiation factor 4E (Mus musculus) + Eukaryotic translation …; TR-FRET eIF4E-eIF4GI(517-606) binding, 2 h; inhibition, % at 21.7 µM; actives 0.37% (n = 220,000); AID 782, 2007;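 active = inhibition above about 30%, limit read from the data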;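 note: 0% = full FRET control wells and 100% = background wells lacking eIF4GI fragment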
# EP2 modulator – EP2 receptor modulators, cAMP readout, primary screen, cell-based, HTRF cAMP, PGE2 stimulation. EP2-expressing cells, cAMP HTRF FRET, PGE2 co-stimulation. induction, % at 25 µM. actives 0.83% (n = 260,000);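 active = compounds whose cAMP rise, as percent of the full-agonist control response, exceeds 60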;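 note: rat C6 glioma line stably carrying human EP2 under a CMV promoter; the protocol text gives 20 µM as final concentration; 100% = response of wells given 1 µM PGE2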
# NPY1 pot ag – NPY-Y1 receptor potentiators or agonists, primary screen, cell-based; activation, % at 3.6 µM; actives 0.37% (n = 220,000); Neuropeptide Y receptor type 1 (Homo sapiens), P25929; NPY-Y1 expressing cells, potentiator/agonist activation; in the data active = activation above about 33%, passing the limit was not always enough;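 note: cells stimulated with NPY at EC10 then isoproterenol at EC100; 0% = low agonist plus stimulus and 100% = saturating agonist plus stimulus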
# * = called active by the depositor; · = no result given; & = joins results of further samples; [ ] = dose if it differs, or a comment. These rows are one share of the data (hit frequency here may not be typical).
# Screens by letter – A = S1P4 agonist; B = PGE2 EP2 inh; C = NPY-Y2 PAM-ag; D = p97 ATPase inh; E = S1P4 antagonist; F = NPY-Y1 antag; G = eIF4E 4G PPI; H = EP2 modulator; I = NPY1 pot ag
CCOc1ccc(-c2nc(C#N)c(N3CCN(CC)CC3)o2)cc1
  A = 0.2	B = 7	C = -11	D = -6	E = -10	F = 3	G = 19	H = 12	I = -13

CC1(C(=O)OCC(=O)Nc2ccc3ccccc3c2)CC1(Cl)Cl (configuration not stated)
  A = -0.1	B = 26	C = -20	D = -4	E = -12	F = -1	G = -1	H = -42	I = -13

CC(C)(C)OC(=O)N1CCC(c2cc(=O)n3[nH]c(-c4ccc(Cl)cc4)cc3n2)CC1
  A = 1.0	B = 13	C = 7	D = -10	E = -3	F = 5	G = 4	H = -17	I = -20

CCN(CC)C(=O)c1ccc(Cn2cc([N+](=O)[O-])cn2)o1
  A = -1.8	B = 8	C = -7	D = 6	E = -11	F = 3	G = 3	H = 9	I = 0

COc1ccc(C2C3=C(CC(C)(C)CC3=O)Nc3c2c(=O)n(C)c(=O)n3C)cc1OC (configuration not stated)
  A = 0.7	B = 6	C = -6	D = -1	E = -9	F = 9	G = -3	H = 4	I = 7

COc1ccc2c(c1)c(C(=O)N1CCN(C)CC1)c(C)n2-c1ccccc1
  A = 0.0	B = 6	C = 2	D = 8	E = 6	F = 5	G = 6	H = 39	I = -11

Cc1cc(=O)[nH]c(SCC(=O)Nc2ccnc3ccccc23)n1
  A = -0.9	B = 7	C = -13	D = 3	E = 12	F = -8	G = 4	H = 3	I = 8

O=c1c(-c2ccccc2)c[nH]n1-c1cccc([N+](=O)[O-])c1
  A = -1.0	B = 2	C = 0	D = -3	E = -12	F = 0	G = -5	H = -34	I = 4

Cn1c(=O)c2c(nc(Br)n2Cc2ccc3ccccc3c2)n(C)c1=O
  A = 0.9	B = 8	C = 13	D = 4	E = -3	F = 6	G = 5	H = -44	I = 10

O=C(CSc1ccc2ccccc2c1)NCCc1ccc(O)c(O)c1
  A = -2.8	B = 7	C = 3	D = 4	E = 11	F = 3	G = 3	H = -56	I = 0

COc1ccc(C2=NC(=O)/C(=C\c3cc(OC)c(OC)c(OC)c3)O2)cc1
  A = 1.4	B = 9	C = 10	D = 2	E = 0	F = 0	G = -6	H = 10	I = -11

O=C(Nc1ccc(N2CCOCC2)nc1)c1cccs1
  A = 1.0	B = 2	C = -5	D = 1	E = -5	F = 5	G = -4	H = -8	I = -1

COCCOC(=O)c1c(NC(=O)CNc2ccc(C)c(F)c2)sc(C(N)=O)c1C
  A = 1.1	B = 5	C = 0	D = -7	E = 3	F = ·	G = 1	H = -30	I = -2

COc1ccc(/C=N/Nc2nc3ccccc3o2)cc1OC
  A = -0.5	B = 10	C = 17	D = 5	E = 2	F = 6	G = 2[fluorescence artefact?]	H = 1	I = -14

CCCCN(CC)CCCNC(=O)c1csc2c1CCCCC2
  A = -0.2	B = 2	C = -3	D = 7	E = -8	F = 2	G = -1	H = -40	I = 16

# Single records, from the list above. Values in the order: S1P4 agonist	PGE2 EP2 inh	NPY-Y2 PAM-ag	p97 ATPase inh	S1P4 antagonist	NPY-Y1 antag	eIF4E 4G PPI	EP2 modulator	NPY1 pot ag
# Record of COCCOC(=O)c1c(NC(=O)CNc2ccc(C)c(F)c2)sc(C(N)=O)c1C → 1.1	5	0	-7	3	·	1	-30	-2
# Record of CCOc1ccc(-c2nc(C#N)c(N3CCN(CC)CC3)o2)cc1 → 0.2	7	-11	-6	-10	3	19	12	-13

# 2 records drawn at random from the list so far:
# Screens by letter – A = S1P4 agonist; B = PGE2 EP2 inh; C = NPY-Y2 PAM-ag; D = p97 ATPase inh; E = S1P4 antagonist; F = NPY-Y1 antag; G = eIF4E 4G PPI; H = EP2 modulator; I = NPY1 pot ag
COCCOC(=O)c1c(NC(=O)CNc2ccc(C)c(F)c2)sc(C(N)=O)c1C
  A = 1.1	B = 5	C = 0	D = -7	E = 3	F = ·	G = 1	H = -30	I = -2

COc1ccc(C2=NC(=O)/C(=C\c3cc(OC)c(OC)c(OC)c3)O2)cc1
  A = 1.4	B = 9	C = 10	D = 2	E = 0	F = 0	G = -6	H = 10	I = -11

# (further entries)
# Screens by letter – A = S1P4 agonist; B = PGE2 EP2 inh; C = NPY-Y2 PAM-ag; D = p97 ATPase inh; E = S1P4 antagonist; F = NPY-Y1 antag; G = eIF4E 4G PPI; H = EP2 modulator; I = NPY1 pot ag
CC(C)N1CCN(c2ccncc2S(=O)(=O)N2CCOCC2)CC1
  A = 0.1	B = 10	C = 7	D = 6	E = -3	F = 5	G = 2	H = 14	I = 7

COc1cccc(/C=N/NC(=O)c2cccs2)c1
  A = -0.6	B = 11	C = 0	D = -2	E = -5	F = ·	G = 6	H = -24	I = 5

O=c1[nH]cc(COCC(F)CCl)c(=O)[nH]1 (configuration not stated)
  A = -2.1	B = 7	C = 93*	D = 7	E = -16	F = ·	G = 97*	H = 20	I = -6

CC(C)Oc1ccc(/C=C/C(=O)NCC2COc3ccccc3O2)cc1 (configuration not stated)
  A = 2.1	B = 20	C = -23	D = 3	E = -4	F = ·	G = 3	H = -39	I = -2

COc1ccc(NS(=O)(=O)c2cc(NC(=O)c3ccco3)ccc2N2CCCCC2)cc1
  A = 1.1	B = 3	C = 0	D = 4	E = -21	F = -3	G = 12	H = -11	I = -13

COc1ccc2cc(C(C)c3nc4ccccc4c(=O)n3N)ccc2c1 (configuration not stated)
  A = 0.5	B = 5	C = 4	D = 1	E = -18	F = -3	G = 6	H = -40	I = 1

COC(=O)[C@@]1(Cc2ccc(OC)cc2)[C@@H]2C(=CC(=O)[C@H]2CC(=O)C(=O)N(C)C)CN1C(=O)c1ccccc1
  A = 1.5	B = 16	C = -16	D = 13	E = 5	F = 14	G = 1[fluorescence artefact?]	H = 4	I = -59

NC(=O)c1ccsc1NC(=O)CSc1nc2ccccc2c(=O)n1CCCO
  A = -2.9	B = 11	C = -9	D = 7	E = 7	F = 0	G = -13	H = -43	I = 1

Cc1ccc(N2C(S)=C(C#N)C(=O)NC2c2ccco2)cc1 (configuration not stated)
  A = -0.6	B = 5	C = 9	D = 2	E = -7	F = 0	G = -1	H = 29	I = 16

CC(C)(C)c1ccc(OCCn2ccccc2=O)cc1
  A = 0.5	B = 12&5	C = -18	D = -5	E = -3	F = -2	G = -8	H = 1&-28	I = 1

O=C(NCc1ccccc1Cl)c1cnccc1C(F)(F)F
  A = 2.1	B = 17	C = 19	D = 3	E = -5	F = ·	G = -3	H = 3	I = 4

O=C(C1CCN(S(=O)(=O)c2ccccc2)CC1)N1CCOCC1
  A = 3.2	B = 7	C = 3	D = 0	E = -7	F = 4	G = 1	H = 16	I = 5

# Shown as a hit in eIF4E 4G PPI, among the entries above:
SMILES	S1P4 agonist	NPY-Y2 PAM-ag	p97 ATPase inh	S1P4 antagonist	NPY-Y1 antag	eIF4E 4G PPI	EP2 modulator	NPY1 pot ag
O=c1[nH]cc(COCC(F)CCl)c(=O)[nH]1 (configuration not stated)	-2.1	93*	7	-16	·	97*	20	-6

# Copied from the list.
# `Cc1ccc(N2C(S)=C(C#N)C(=O)NC2c2ccco2)cc1` (configuration not stated) in p97 ATPase inh reads 2
# `CC(C)(C)c1ccc(OCCn2ccccc2=O)cc1` in eIF4E 4G PPI reads -8

# Screening results (PubChem)
